KDM5B inhibitor: Primary screen for KDM5B Histone Demethylases FDH-coupled qHTS. Lysine-specific demethylase 5B (Homo sapiens), Q9UGL1. KDM5B demethylase, FDH-coupled NADH fluorescence (FDH is formaldehyde dehydrogenase). Potency, µM (top dose mostly 57.7 µM), inactives show top-dose activity change, negative = inhibition, hits mostly inhibitors. hit rate 2.6% among 220,000. AID 1347165, 2019; active = well fitted inhibition curve with a large enough effect; inconclusive = small, poorly fitted or top-dose-only effect; inactive = no such curve, though single readings can be large or run the other way; note: 0% is about no effect; nearly all actives have a fitted effect of over 70% in size
Target sequence (Q9UGL1 whole entry, looked up): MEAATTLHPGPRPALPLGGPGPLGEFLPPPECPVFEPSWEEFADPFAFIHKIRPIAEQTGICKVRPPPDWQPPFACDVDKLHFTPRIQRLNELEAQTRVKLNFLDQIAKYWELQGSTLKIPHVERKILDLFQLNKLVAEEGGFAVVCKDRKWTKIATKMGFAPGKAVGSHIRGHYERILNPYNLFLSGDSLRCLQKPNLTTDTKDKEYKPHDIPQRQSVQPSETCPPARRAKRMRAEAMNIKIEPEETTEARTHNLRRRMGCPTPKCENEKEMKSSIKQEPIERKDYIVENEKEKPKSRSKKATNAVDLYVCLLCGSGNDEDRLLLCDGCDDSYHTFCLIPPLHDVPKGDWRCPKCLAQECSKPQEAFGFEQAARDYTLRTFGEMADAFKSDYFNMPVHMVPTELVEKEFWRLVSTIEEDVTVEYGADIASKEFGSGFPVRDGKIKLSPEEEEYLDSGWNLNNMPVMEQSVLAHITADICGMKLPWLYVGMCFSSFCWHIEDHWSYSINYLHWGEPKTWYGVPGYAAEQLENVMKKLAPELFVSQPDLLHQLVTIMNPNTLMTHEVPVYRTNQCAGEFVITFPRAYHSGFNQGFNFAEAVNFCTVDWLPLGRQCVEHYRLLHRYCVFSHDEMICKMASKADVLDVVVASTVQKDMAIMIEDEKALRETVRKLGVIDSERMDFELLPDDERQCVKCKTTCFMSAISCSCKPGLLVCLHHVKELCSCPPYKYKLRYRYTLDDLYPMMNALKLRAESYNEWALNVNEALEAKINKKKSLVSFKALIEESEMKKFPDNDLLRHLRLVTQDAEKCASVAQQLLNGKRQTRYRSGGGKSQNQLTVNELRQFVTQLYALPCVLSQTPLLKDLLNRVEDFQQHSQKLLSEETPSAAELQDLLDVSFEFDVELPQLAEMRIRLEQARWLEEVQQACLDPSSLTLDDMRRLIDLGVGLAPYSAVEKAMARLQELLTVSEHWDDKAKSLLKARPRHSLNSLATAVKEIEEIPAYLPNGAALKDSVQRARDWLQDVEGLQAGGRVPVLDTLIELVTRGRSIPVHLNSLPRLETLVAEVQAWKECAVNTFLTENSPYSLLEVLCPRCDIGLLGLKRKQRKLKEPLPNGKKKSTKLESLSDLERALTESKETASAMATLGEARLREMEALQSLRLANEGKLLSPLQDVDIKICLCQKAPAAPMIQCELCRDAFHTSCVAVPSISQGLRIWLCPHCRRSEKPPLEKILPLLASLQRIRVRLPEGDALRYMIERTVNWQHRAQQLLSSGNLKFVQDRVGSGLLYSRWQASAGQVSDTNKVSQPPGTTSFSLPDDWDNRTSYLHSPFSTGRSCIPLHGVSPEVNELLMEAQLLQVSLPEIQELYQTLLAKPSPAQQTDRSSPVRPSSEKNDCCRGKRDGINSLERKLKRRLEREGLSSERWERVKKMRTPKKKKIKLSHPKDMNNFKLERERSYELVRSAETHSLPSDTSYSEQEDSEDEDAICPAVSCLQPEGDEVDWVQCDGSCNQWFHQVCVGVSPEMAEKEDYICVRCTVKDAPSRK
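Coupled FDH/NAD⁺ fluorescence readout. KDM5BΔAP 200 nM final; compound titration, 10 min RT preincubation; substrate mix 12.5 µM H3K4me3, 25 µM 2-OG, 50 µM Fe(II), 100 µM ascorbate, 0.25 mM NAD⁺, 0.25 U/mL FDH; ΔRFU over 30 min.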
* marks the source's active call; other numbers are inactive results; i = inactive; ? = inconclusive; [ ] = dose if it differs, or a comment. Potency is the fitted concentration of half-maximal effect. A portion of the library (hit frequency here may not be typical).

Start of the listing, in advance:
KDM5B inhibitor | compound
1% | COCC1CN(C(=O)NCc2cccc(OC)c2)CC12CCNCC2 (stereo not drawn)
? | O=S(=O)(c1ccc(F)cc1)N1CCN(c2ccc(NCc3ccccc3)nn2)CC1
0% | CCn1cnc2c1c(=O)n(CC(=O)Nc1ccc(OC(F)(F)F)cc1)c(=O)n2Cc1ccccc1
? | COc1ccc(C2Cn3nnc(C(=O)N4CCN(C(=O)c5cccc(C)c5)CC4)c3CO2)cc1 (stereo not drawn)

The whole of this part, repeating the preview:
KDM5B inhibitor | compound
1% | COCC1CN(C(=O)NCc2cccc(OC)c2)CC12CCNCC2 (stereo not drawn)
? | O=S(=O)(c1ccc(F)cc1)N1CCN(c2ccc(NCc3ccccc3)nn2)CC1
0% | CCn1cnc2c1c(=O)n(CC(=O)Nc1ccc(OC(F)(F)F)cc1)c(=O)n2Cc1ccccc1
? | COc1ccc(C2Cn3nnc(C(=O)N4CCN(C(=O)c5cccc(C)c5)CC4)c3CO2)cc1 (stereo not drawn)
-20% | CN(C)CCCNC(=O)C[C@H]1NC(=O)c2ccccc2NC1=O
-6% | CSc1cccc(NC(=O)C2CCCC2)c1
17% | O=C(NC1CCCC1)c1cc(Cl)nc2ccccc12
? | CCN1c2cc(C(=O)Nc3ccc(C(=O)OC)cc3)ccc2C(=O)N2CCCCCC21 (stereo not drawn)
-10% | Cc1cccc(N(C)C(=O)c2cc(S(=O)(=O)N3CCCCC3)c[nH]2)c1
? | Cc1ccc2nc(NC(=O)C3CC(=O)N(c4n[nH]c5ccccc45)C3)sc2c1 (stereo not drawn)
-7% | CCOCCn1c(CN(Cc2ccccc2)Cc2ccccc2)nc2c1c(=O)[nH]c(=O)n2C
9% | CCCCOc1nc(N2CCOCC2)nc(C)c1[N+](=O)[O-]
22% | Cc1cccc(OCCn2c(Cl)nc3c2c(=O)n(C)c(=O)n3C)c1
33% | O=C(O)/C=C/C(=O)NCCC(c1ccccc1)c1ccccc1
9% | Cn1cc(C2Nc3ccccc3C(=O)N2c2ccccc2)c(=O)n(C)c1=O (stereo not drawn)
4% | CC(=O)c1ccc(NC(=O)c2ccc(C)cc2Cl)cc1
-17% | O=C(C1CCC1)N1CCN(Cc2ccc(=O)n(CC3CC3)c2)CC1
-4%[86.2 µM] | COc1ccc(-c2ccc3ncc(Nc4ccccc4OC)n3n2)cn1
-4% | COc1cccc(NC(=O)Nc2nnc(CC(=O)NCc3ccccc3)s2)c1
28µM* | CC(C)c1ccc(CNC(=O)c2ccc(Cn3ccn4nc5c(c4c3=O)CCCC5)cc2)cc1
? | Cn1c(=O)c2c(nc(N3CCCC3)n2Cc2cccc(Br)c2)n(C)c1=O
11% | COC[C@@H]1CN(C(=O)c2ccc(OC)nc2)C[C@H]1c1ccccn1
32µM* | O=C(N[C@H]1CCN2C(=O)c3cc(/C=C/c4ccccc4)ccc3NC(=O)[C@H]12)C1CCCC1
? | O=c1c2sccc2n(Cc2cc(=O)n3ccccc3n2)c(=O)n1-c1cccc(C(F)(F)F)c1
-10% | CC(OC(=O)c1ccc(-n2cnnn2)cc1)C(=O)N(C)c1ccccc1 (stereo not drawn)
7% | CCOC(=O)CSC1=C(C#N)C(c2ccc(O)c(OC)c2)CC(=O)N1 (stereo not drawn)
14% | Cc1cccc(N2CCN(CC(=O)NC(=O)NCC(F)(F)F)CC2)c1C
1%[86.2 µM] | O=C1COCC2(CN(Cc3ccc4c(c3)CCO4)C2)CN1Cc1ccccc1
? | CC(C)Oc1c(I)cc(I)cc1/C=C(\C#N)c1nc2ccccc2[nH]1
-17%[86.2 µM] | COCCn1c2c(c(=O)n1-c1ccccc1)CCN(C(=O)COc1ccccc1)C2
0% | CCc1ccc(C2CC(=O)c3c([nH]c(C(=O)OC4CCCCCC4)c3C)C2)cc1 (stereo not drawn)
3% | CN(C)C(=O)C1CN(C(=O)Nc2cccc(C(F)(F)F)c2)CC12CCOCC2 (stereo not drawn)
-24% | CC(c1cccc(-c2cnc(C(=O)O)cn2)c1)N1CCCC1 (stereo not drawn)
6% | COc1ccc(S(=O)(=O)N2CCN(C(=O)NC3CCCC3)CC2)cc1OC
-13% | CC(=O)N1CCCC(c2[nH]ccc2C(=O)NCc2cc(C)nn2C)C1 (stereo not drawn)
-17% | COc1cccc(-c2n[nH]c3c2C(c2ccccn2)N(C)C3=O)c1 (stereo not drawn)
-14% | CCOC(=O)c1ccc(NC(=O)Cn2cc(C(=O)c3ccc(Cl)cc3)c(=O)c3ccc(C)nc32)cc1
-3% | Cc1occc(=O)c1OCc1noc(C(=O)NCc2ccc(Cl)cc2)n1
26% | CCCCCCCCCCC(=O)Nc1c(CC)cccc1CC
9% | CC1CN(C(=O)Nc2cccc(CN3CCOC3=O)c2)CCO1 (stereo not drawn)
-1% | Cc1ccc(CNC(=O)CC2CCCN(c3cnn(CC4CC4)c(=O)c3)C2)cc1C (stereo not drawn)
-30% | COCCNC(=O)[C@@H]1C[C@H](Oc2cccnc2)CN1C(=O)c1sc(C)nc1C
15% | O=C(COC(=O)c1ccco1)Nc1nc2c(F)c(F)c(F)cc2s1
? | Cc1n[nH]c(C)c1CNC(=O)c1ccc(N2CC3CC(C2)[C@H]2CCCC(=O)N2C3)nc1 (stereo partly drawn)
2% | COc1ccc(S(=O)(=O)NCCc2ccccc2)cc1-c1nc(C(C)C)no1
-10% | CCCCSCCCNC(=O)c1c[nH]c2ccc(S(=O)(=O)Nc3cccc(OC)c3)cc2c1=O
-25% | COCCNC(=O)[C@@H]1C[C@H](Oc2cccnc2)CN1C(=O)c1cc(-c2ccc(C)cc2)n[nH]1
-6% | CC(NC(N)=O)C(=O)O (stereo not drawn)
-4%[86.2 µM] | CC(C)N1C(=O)CO[C@H]2CCN(Cc3cccc(C#N)c3)CC[C@@H]21
? | CCN1c2cc(C(=O)Nc3ccc(F)c(C)c3)ccc2C(=O)N2CCCCCC21 (stereo not drawn)
? | CCOc1ccc(C2Cn3nnc(-c4nc(-c5ccccc5Cl)no4)c3CO2)cc1 (stereo not drawn)
? | COc1ccc(NC(=O)C(c2ccccc2)N(C)C(=O)/C=C\c2ccc3c(c2)OCO3)cc1 (stereo not drawn)
22%[86.2 µM] | Cc1cc(C(=O)Nc2ccc([C@H]3OCC(=O)N(CC(=O)N(C)C)[C@@H]3CO)cc2)no1
? | Cc1nc2sc3c(c2c2nc(C(=O)NCc4ccccc4)nn12)CC(C)(C)OC3
-16% | Cc1ccc(C)c(CN2CCCN(CC(=O)Nc3ccc(C)c(C)c3)S2(=O)=O)c1
5% | CCOC(=O)C1=CN(CC(=O)Nc2ccc(C)cc2)S(=O)(=O)N=C1C
-11% | CCc1nc(SCC(=O)Nc2ccccc2Cl)n[nH]1
-27% | Cc1ccccc1C(C)NC(=O)/C=C/c1ccco1 (stereo not drawn)
13% | CC1CCC(=C(C#N)C(=O)NC2CC2)CC1 (stereo not drawn)
4% | CCc1ccc(NC(=O)c2cnc3c(-c4ccccc4)c(C)nn3c2C)cc1

The list goes on:
KDM5B inhibitor | compound
? | CCC(=O)Nc1ccc(/C=C(\C(C)=O)C(=O)c2ccccc2)cc1
? | Cc1nc2sc3c(c2c2nc(C(=O)NCC(C)C)nn12)CC(C)(C)OC3
-1% | Cn1c(SCc2cccc3cccnc23)nnc1C(F)(F)F
-5% | O=C(c1ccc2[nH]ccc2c1)N1CCC(N2C(=O)C3(CCCCC3)C2c2ccncc2)CC1 (stereo not drawn)
-3% | O=C(NCc1ccccc1F)Nc1ccc2oc(C3CC3)nc2c1
? | CC(=O)Nc1ccc(CC(=O)N2CCc3c(c(-c4nncn4C)nn3C)C2)cc1
35µM* | COc1ccc(-c2cc(C(=O)NCc3c(C)cc(C)[nH]c3=O)c3c(c2)N(C(C)C)CCO3)cc1OC
-4% | COCC(=O)N[C@H]1C[C@@H](CO)N(Cc2cc(F)ccc2F)C1
11% | CCc1ccc(-n2nnc(-c3nc(-c4cccs4)no3)c2N)cc1
-9% | O=C(NCc1ccco1)/C(=C/c1ccc([N+](=O)[O-])cc1)NC(=O)c1ccco1
-9% | O=C(NC1CC1)c1cccc(NC(=O)C2CCN(S(=O)(=O)c3ccc4c(c3)CCCC4)CC2)c1
-6% | Cc1ccc(-c2noc(-c3cccc(F)c3)n2)cc1

Shown with each value named: four of the compounds above
CC1CCC(=C(C#N)C(=O)NC2CC2)CC1 (stereo not drawn)
  KDM5B inhibitor = 13%
Cn1c(SCc2cccc3cccnc23)nnc1C(F)(F)F
  KDM5B inhibitor = -1%
Cc1nc2sc3c(c2c2nc(C(=O)NCc4ccccc4)nn12)CC(C)(C)OC3
  KDM5B inhibitor = ?
O=C(c1ccc2[nH]ccc2c1)N1CCC(N2C(=O)C3(CCCCC3)C2c2ccncc2)CC1 (stereo not drawn)
  KDM5B inhibitor = -5%

Going on with the list.
KDM5B inhibitor | compound
? | COc1ccc(Cl)cc1NC(=O)c1cnc(N2CCCCC2)c2ccccc12
-1%[115 µM] | COc1cccc(N2C(=O)NC(=NC3CCCC3)C23CCCN(Cc2cccnc2)C3)c1 (stereo not drawn)
3% | COc1ccccc1N1CCN(Cc2nnc(-c3ccccc3C)o2)CC1
-12% | CCC(=O)N(C1CCOCC1)C1CCN(Cc2cc(F)ccc2F)CC1
-27%[86.2 µM] | Cc1ccc(S(=O)(=O)NC[C@H]2OC[C@@H](NCc3ccncc3)[C@@H]2O)cc1
-3% | COc1ccc(S(=O)(=O)Nc2ccc3cn[nH]c3c2)cc1[N+](=O)[O-]
-12% | O=S(=O)(Nc1nc2ccccc2nc1Nc1ccccc1Cl)c1cccs1
? | COc1ccc(Cl)cc1NC(=O)CCc1ncc(-c2ccc(C)cc2)o1
-5% | Cc1oc(-c2cccc(Cl)c2)nc1CN1CCCC(C(N)=O)C1 (stereo not drawn)
10% | CN(C(=O)Nc1ccc(F)cc1F)C(c1ccc(Cl)cc1)c1nccn1C (stereo not drawn)
28µM* | CS(=O)(=O)N1CCc2ccc(C(=O)NCCN3CCc4ccccc4C3)cc21
8% | Cc1ccc(N2CC(C)N(C(=O)c3cccc(OC(F)F)c3)CC2=O)cc1 (stereo not drawn)
8% | Cc1ccc(C(=O)NCCC(=O)N2CCCC2)c(C)c1
22% | COC(C(=O)NCc1ccc(C)cc1)(c1ccccc1)c1ccccc1
? | CC(O)c1ccc(-c2ccc(CNc3nnnn3C)o2)cc1 (stereo not drawn)
5% | Cc1cc([N+](=O)[O-])cc2c1NC(=O)C2(O)N1CCCC(C)C1 (stereo not drawn)
-13% | O=C1CN(C(=O)Cn2cnc3c(Cl)cc(Cl)cc3c2=O)c2ccccc2N1
-4% | Cc1cc(C)c(NC(N)=S)c(C)c1
-16%[86.2 µM] | Cc1ccc2nc3n(c2c1)[C@@H](CNC(=O)CCC(=O)O)COC3
-10% | CCN(C(=O)c1ccc2c(c1)N(S(C)(=O)=O)CC2)c1ccccc1C
i | CCOC(=O)c1c(-c2ccc(OC)cc2)oc2ccc(OCC(N)=O)cc12
-26% | O/N=C(/c1ccccc1)c1ccc(O)cc1O
-13% | CCCn1c(=O)n(CC(=O)N(C)CC(=O)Nc2ccccc2Br)c2ccccc21
? | CC(C)(O)CCc1cccc(C(=O)NCCOc2cccc3cccnc23)c1
-35% | O=c1c2sc3ccccc3c2n(Cc2ccc(F)cc2)c(=O)n1Cc1ccccc1
13% | NC(=O)c1ccc(NC(=O)CSc2nc3ncccc3[nH]2)cc1
6% | Cc1cc(N2CCN(c3ccc(F)cc3)CC2)n2nc(-c3ccc(Cl)cc3)nc2n1
-13% | Cn1nnnc1SCCNCc1ccc(OCc2ccccc2)cc1
20% | CN1CCCCC1=NCCCn1cnc2c1c(=O)n(C)c(=O)n2C
-9%[86.2 µM] | O=C(N[C@H]1CCN2C(=O)c3ccccc3NC(=O)[C@H]12)C1CCCC1
3% | Cc1ccc(CCNC(=O)c2nnc(Cc3cccc(F)c3)o2)cc1
-28% | COc1ccc(S(=O)(=O)NCCc2sc3nc(-c4ccc(C)cc4)nn3c2C)cc1C
-16% | O=C(CSc1c2c(nc3ccc(Cl)cc13)CCCC2)NCc1ccccc1Cl
-2% | CCCc1nc(C(=O)NC2CC(c3cc(N4CCOCC4)ncn3)C2)cs1 (stereo not drawn)
6% | O=C(c1ccc(OC2CCN(C(=O)c3ccccc3)CC2)nc1)N1CCOCC1
-6% | CCCCOCCCNC(=O)c1cccc(C#N)c1
2% | O=C(N[C@@H]1CN(Cc2ccncc2F)C[C@H]1CO)C1CC1
-23%[86.2 µM] | CN1CCN(C(=O)c2ccc3nccn3c2)CC1
14% | O=C(COc1ncnc2sc3c(c12)CCC3)Nc1ccc(S(=O)(=O)N2CCCC2)cc1
20% | CC(NC(=O)C1CCN(c2ccc(C#N)cn2)CC1)c1ccc(F)c(F)c1 (stereo not drawn)
7% | Cn1cc(CN(C(=O)Nc2ccc(Cl)c(Cl)c2)C2CCCCC2)c2ccccc21
21% | COc1cc(C(CC(=O)Nc2ccc(Cl)cn2)N2Cc3ccccc3C2=O)cc(OC)c1OC (stereo not drawn)
-22% | Cc1cnc(C2CC2)n1C1CCN(C(=O)NC(C)C)CC1
22µM* | CCCNC(=O)CCc1ccnc(N2CCCC2)c1
-7% | O=C(NCCC1=CCCCC1)c1ccc2c(=O)n3nc(Nc4ccccc4)sc3nc2c1
-25%[86.2 µM] | Cc1ccc2c(c1)nc1n2[C@@H](CNCc2ccc(S(C)(=O)=O)cc2)COC1

Screens: PubChem, National Center for Advancing Translational Sciences (NCATS)
